# Screening results deposited in PubChem by National Center for Advancing Translational Sciences (NCATS).
# TDP1 cell CPT = DT40-hTDP1 cell growth loss with CPT | chicken DT40 Tdp1-/-;hTDP1 cells + 20 nM CPT, ATP luminescence, 48 h | Potency, µM (doses to about 46.2 µM), without a hit: at the highest dose activity change, negative = growth inhibition, hits mostly inhibitors | 12% of 420,000 active; further: nearly all actives have a fitted effect of over 55% in size
#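 Chicken DT40 Tdp1-/- cells stably complemented with human TDP1 were seeded at 400 cells/well in medium containing 20 nM camptothecin, exposed to pin-transferred compounds, and grown at 37 °C for at least 48 hr. Viability was read as ATP luminescence.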
# KAT2A inh = GCN5L2 (KAT2A) acetyltransferase inhibition; Q92830; GCN5L2 HAT assay, ThioGlo1 CoA-SH fluorescence; Potency, µM (highest dose often 58.9 µM), without a hit: at the top dose activity change, negative = inhibition, most hits filed as inhibitors; 0.21% of 390,000 active
# Target sequence (Q92830 whole entry, looked up): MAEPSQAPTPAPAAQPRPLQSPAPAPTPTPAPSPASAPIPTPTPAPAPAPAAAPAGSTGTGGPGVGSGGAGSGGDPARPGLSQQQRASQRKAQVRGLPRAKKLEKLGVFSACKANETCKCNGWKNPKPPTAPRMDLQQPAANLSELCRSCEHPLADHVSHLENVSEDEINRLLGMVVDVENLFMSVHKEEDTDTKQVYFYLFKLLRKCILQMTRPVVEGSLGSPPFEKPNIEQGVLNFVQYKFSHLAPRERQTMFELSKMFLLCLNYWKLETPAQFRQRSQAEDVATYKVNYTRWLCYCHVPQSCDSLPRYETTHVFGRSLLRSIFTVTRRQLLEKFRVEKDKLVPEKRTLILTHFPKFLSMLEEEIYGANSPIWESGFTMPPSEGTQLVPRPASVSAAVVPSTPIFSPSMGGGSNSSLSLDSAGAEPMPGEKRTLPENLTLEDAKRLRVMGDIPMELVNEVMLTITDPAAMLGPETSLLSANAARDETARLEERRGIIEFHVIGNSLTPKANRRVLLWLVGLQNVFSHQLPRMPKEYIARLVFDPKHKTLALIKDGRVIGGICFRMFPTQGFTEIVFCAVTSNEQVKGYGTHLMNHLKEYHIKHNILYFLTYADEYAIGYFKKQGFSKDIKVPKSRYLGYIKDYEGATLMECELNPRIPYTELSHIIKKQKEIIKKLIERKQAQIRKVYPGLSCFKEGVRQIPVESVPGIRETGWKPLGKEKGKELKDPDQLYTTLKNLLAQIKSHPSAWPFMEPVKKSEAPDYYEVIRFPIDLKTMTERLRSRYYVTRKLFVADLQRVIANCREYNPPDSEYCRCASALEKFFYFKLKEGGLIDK
#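 Preincubate 20nM GCN5L2 with compound 15 min, RT → add 50uM ThioGlo1 + 75uM H3(1-25) + 70uM acetyl-CoA → read fluorescence 0 and 20 min. Primary qHTS; fluorescent artifacts likely.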
# DT40 TDP1 no CPT = qHTS for Inhibitors of human tyrosyl-DNA phosphodiesterase 1 (TDP1): qHTS in cells in absence of CPT. Potency, µM (highest dose often 46.2 µM), inactives show top-dose activity change, negative = growth inhibition, hits mostly inhibitors. DT40 Tdp1-/- hTDP1 cells, no CPT, ATP luminescence, 48 h. 15% of 420,000 active; further: nearly all actives have a fitted effect of over 55% in size
#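 Luminescent ATP content (CellTiter-Glo) served as the growth readout. Knockout chicken DT40 cells expressing human TDP1 were exposed to compounds without camptothecin for a minimum 48 hr at 37 °C.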
# The depositor's hits bear a star; u = inconclusive; x = no result given; [ ] = dose if it differs, or a comment. The call rests on the fitted dose curve; in most records, active means well fitted curve in the direction sought with a large enough effect; inconclusive means small, poorly fitted or top-dose-only effect, or another doubt; inactive means no such curve, though single readings can be large; an effect the other way counts as inactive or inconclusive. On the % scale 0 is the no-effect control and ±100 the full control effect; potency means the concentration at half of the fitted maximal effect. This is a subset, so the mix of outcomes need not match the whole.
SMILES,TDP1 cell CPT,KAT2A inh,DT40 TDP1 no CPT
CCOc1nc(NCCO)nc(Nc2cc(Cl)ccc2OC)n1,u,0%,u
COc1ccc(C)cc1NC(=O)C1CCN(C(=O)c2ccco2)CC1,8%,-6%,u
O=C1/C(=C/c2ccncc2)SC(=S)N1N1CCOCC1,13µM*,-28%,u
O=Cc1cnc(N2CCCCC2)s1,5%,-4%,-1%
CCOC(=O)C(=CNc1ccc(Oc2cncc(Cl)c2)nc1)C(=O)OCC,-13%,-3%,u
Cc1ccc(C(=O)NCCCc2ccccc2)s1,-22%,-4%,-10%
Cc1nnsc1C(=O)N/N=C/c1c(F)cccc1Cl,11%,2%,-1%
Cn1c(CCCNC(=O)c2cccs2)nc2ccccc21,-8%,-1%,-2%
CCN(C(=O)c1ccc2c(OC)n(CC)nc2c1)c1ccc(OC)cc1,-8%,u,-3%
CCOc1ccccc1NC(=O)Cn1ccn(-c2ccccc2)c(=O)c1=O,0%,0%,-23%
O=C1CN(c2ccccc2)C(=S)N1C(=O)c1ccc(Br)cc1,u,-4%,-20%
Cc1c(NC(=O)[C@@H](NC(=O)c2ccc(Cl)c([N+](=O)[O-])c2)C(C)C)c(=O)n(-c2ccccc2)n1C,3%,4%,u
O=C(NCC(=O)N(c1cccnc1)C(C(=O)NC1CCCC1)c1cccs1)c1ccco1 (centres undefined),24%,-1%,5%
CC(=O)n1c(-c2ccccc2)c(-c2ccccc2)n(C)c1=O,-26%,x,u
COc1ccc(NC(=O)CCNS(=O)(=O)c2cc(Br)cnc2N)cc1OC,4%,-2%,11%
CCCCOc1ccc(C(=O)Oc2cccnc2)cc1,-2%,-4%,1%
Cc1cc(F)c(F)c(C(=O)N2CCOCC2)c1Cl,-6%,-5%,0%
CCc1nc(Nc2cccc(O)c2)c2oc3ccccc3c2n1,u,-2%,26µM*
CCc1ccccc1NNC(=O)CCc1ccccc1,-7%,0%,3%
O=S(=O)(c1ccc(NC(=S)N2CCN(c3ccccc3F)CC2)cc1)N1CCOCC1,u,-8%,18µM*
CCOC(=O)COc1nc(-c2ccccc2)cc(-c2ccco2)c1C#N,-4%,-2%,-16%
O=C(COC(=O)c1cc(-c2cccs2)nc2ccccc12)c1ccc(Br)cc1,-17%,-7%,u
Cc1csc2nc(O)c(C(=O)NCCN3CCOCC3)c(=O)n12,5%,-16%,-7%
Cc1ccc(Sc2c(C)nn(C(=O)c3cccc(S(=O)(=O)N4CCOCC4)c3)c2C)cc1,-16%,-3%,-5%
CCC(=O)NCCc1nc2ccccc2n1Cc1ccc(C)cc1,-25%,-8%,u
O=C(C1CC1)N1CCc2cc(Br)cc(S(=O)(=O)NCCCN3CCCCC3)c21,-11%,-2%,-18%
COc1ccccc1N(CC(=O)NCCSCc1cccc(C)c1)S(=O)(=O)c1ccccc1,u,-16%,u
O=C(NC12CC3CC(CC(C3)C1)C2)c1ccc(=O)oc1,-16%,-6%,-17%
O=C(NC1CC2CCCC(C1)N2Cc1ccccc1)c1ccc([N+](=O)[O-])cc1 (centres undefined),-27%,-1%,-1%
Nc1nccc(-c2cccs2)n1,3%,-14%,1%
CN(C)S(=O)(=O)c1cccc(NC(=O)COC(=O)/C=C/c2ccc(Br)o2)c1,-19%,-18%,13%
O=C(CC1C(=O)NCCN1Cc1c(F)cccc1Cl)NCCCOc1cccnc1 (centres undefined),-5%,-2%,20%
O=C(CCl)N1CCN(S(=O)(=O)c2ccc3ccccc3c2)CC1,3.3µM*,-2%,5.8µM*
COc1cc(/C=C2\C(=O)ON=C2c2ccccc2)cc(OC)c1OC,u,0%,16µM*
CC(=O)c1ccc(OCCCC(=O)NCCc2ccc(C(F)(F)F)cc2)cc1,-11%,-4%,-22%
O=S(=O)(Nc1ccc(-c2ccccc2)cc1)c1ccccc1,u,x,u
COc1ccc(-c2cc(C(=O)NCc3ccc(F)cc3)c3c(-c4ccc(F)cc4)[nH]nc3n2)cc1OC,16µM*,3%,18µM*
OC(c1ccc(Cl)c(F)c1)c1ncc(-c2ccccc2Cl)[nH]1 (centres undefined),-20%,x,u
O=C(COc1ccccc1)Nc1ccncc1Cl,0%,-17%,13%
COC(=O)[C@@]1(C)[C@H]2C(=O)N(Cc3ccccc3)C(=O)[C@H]2[C@H]2CN=C(SCc3ccc(C)cc3)N21,u,-8%,u
Cc1cccn2c(=O)c3cc(C(=O)N(C)C)n(C)c3nc12,-15%,-11%,u
Cc1ccc(NC(=O)Cn2c(=O)n(CCC(=O)NCc3ccccc3Cl)c(=O)c3ccccc32)c(C)c1,-6%,-2%,-1%
CC(C)n1cnc2c(NCc3ccccc3)nc(NCc3ccccc3)nc21,u,-17%,u
Cc1ccccc1OCCC(=O)OCC(=O)Nc1c(C)nn(-c2ccccc2)c1C,-12%,-7%,-17%
Cc1cc(C)cc(NC(=O)Nc2cc(-c3ccccc3)nn2C)c1,7%,0%,u
O=C(CCC1CCCN(C(=O)c2ccc3cc[nH]c3c2)C1)N1CCN(c2ccccn2)CC1 (centres undefined),16µM*,2%,u
CN(C(=O)c1cccc(NC(=O)Cc2ccc(NC(=O)C3CCN(C(=O)C4CCCCC4)CC3)cc2)c1)C1CC1,-6%,x,u
COc1cc(C(=O)NCC(c2ccco2)N(C)C)cc(OC)c1OC (centres undefined),-1%,35%[activator],-6%
COc1ccccc1NC(=O)CCNS(=O)(=O)c1ccc2[nH]c(=O)oc2c1,23µM*,-2%,u
COCCN1Cc2cccc(C(=O)NCc3ccccc3OC)c2C1=O,-12%,-1%,0%
Cc1ccnc(N2CCC(C(=O)NC3CCCCCC3)CC2)n1,-19%,1%,-6%
CCOC(=O)C1CCCN(C(=O)c2cc(-c3ccccc3)nc3ccccc23)C1 (centres undefined),0%,-1%,4%
O=C(/C=C\c1ccco1)NC(=S)Nc1ccccc1O,18µM*,-11%,u
CN(Cc1ccccc1N1CCCC1)C(=O)c1cc2ccccc2o1,u,-5%,u
N=c1c(C(=O)NCc2ccco2)cc2c(=O)n3ccccc3nc2n1Cc1ccccc1,u,-9%,u
O=C(NCc1ccc(Cl)cc1)C1CCN(S(=O)(=O)c2cccs2)CC1,12µM*,-10%,23µM*
CC(=O)Nc1cccc(NC(=O)CSc2ccc(-c3sc(-c4ccccc4)nc3C)nn2)c1,9.2µM*,-17%,5.8µM*
CCCCSCCCNC(=O)c1cn(CC)c2ccc(S(=O)(=O)N(C)C3CCCCC3)cc2c1=O,u,-14%,16µM*
CC(=O)c1cccc(NC(=O)CSc2nnc(C(C)N(C)C)n2Cc2ccccc2)c1 (centres undefined),u,-2%,23µM*
Cc1c(C(=O)O)oc2ccc(S(=O)(=O)NC3CCCCCCC3)cc12,-16%,-8%,0%

# Brought forward from above: three entries; new compounds follow.
SMILES,TDP1 cell CPT,KAT2A inh,DT40 TDP1 no CPT
CCCCSCCCNC(=O)c1cn(CC)c2ccc(S(=O)(=O)N(C)C3CCCCC3)cc2c1=O,u,-14%,16µM*
CC(=O)c1cccc(NC(=O)CSc2nnc(C(C)N(C)C)n2Cc2ccccc2)c1 (centres undefined),u,-2%,23µM*
Cc1c(C(=O)O)oc2ccc(S(=O)(=O)NC3CCCCCCC3)cc12,-16%,-8%,0%
COc1cccc(/C=N/NC(=O)Cn2cnc3c2c(=O)n(C)c(=O)n3C)c1,29µM*,-7%,u
NC(=O)Nc1ccc(C(=O)OCC(=O)N2CCCC2=O)cc1,1%,0%,6%
Cc1ccc2c(c1)c1c(n2CC2COC(C)(C)O2)C(=O)CCC1 (centres undefined),-24%,-4%,-28%
COc1ccc(C(=O)N2CCCCC2)cc1S(=O)(=O)Nc1cccc(C(=O)O)c1,-17%,-1%,-1%
Cc1ccc(OCCC(=O)OCC(=O)NC2CCCC2)cc1,-4%,u,4%
O=C(NCCc1ccc(Cl)cc1)c1ccc2c(c1)N(Cc1ccc(Cl)cc1)C(=O)CS2,u,-7%,u
O=C(C1CCN(C2CC(=O)N(c3cccc(Cl)c3)C2=O)CC1)N1CCCC1 (centres undefined),16µM*,-5%,u
CCN(Cc1ccncc1)Cc1ccc2c(c1)CN(C(=O)c1cccc3c(C)c(C)[nH]c13)CCO2,-3%,x,-20%
CCCn1nc(NS(=O)(=O)c2cccc3nonc23)c2cc3cccc(C)c3nc21,-24%,u,-28%
COCCN(C(=O)CSc1nc(-c2ccccc2)cn1N)c1c(N)n(Cc2ccccc2)c(=O)[nH]c1=O,2%,-3%,-3%
O=C1N=C(N2CCCCC2)S/C1=C/C1=Cc2ccccc2OC1,u,-11%,u
Cc1cc(-c2sccc2C)nc(-n2cccc2)n1,-11%,38%[activator],-19%
COc1ccc(Cc2nnc(NC(=O)CS(=O)(=O)c3ccc(C)cc3)s2)cc1OC,-20%,-2%,-12%
COc1ccccc1NC(=S)NNC(=O)c1nn(C)cc1Cl,2%,0%,5%
COC(=O)c1ccccc1NC(=O)c1cnn2c1NC(=C1CC1)C=C2C(F)F,u,x,u

# Not a retest: 4 of the compounds above.
SMILES,TDP1 cell CPT,KAT2A inh,DT40 TDP1 no CPT
Cc1cc(-c2sccc2C)nc(-n2cccc2)n1,-11%,38%[activator],-19%
COc1ccc(Cc2nnc(NC(=O)CS(=O)(=O)c3ccc(C)cc3)s2)cc1OC,-20%,-2%,-12%
COc1ccccc1NC(=S)NNC(=O)c1nn(C)cc1Cl,2%,0%,5%
COC(=O)c1ccccc1NC(=O)c1cnn2c1NC(=C1CC1)C=C2C(F)F,u,x,u

# The listing continues:
SMILES,TDP1 cell CPT,KAT2A inh,DT40 TDP1 no CPT
COc1ccc(C2(CNC(=O)c3ccc(N)cc3)CCCC2)cc1,-29%,-5%,u
O=S1(=O)CC(N2CCSCC2)CN1Cc1cn(Cc2ccccc2)nn1 (centres undefined),3%,x,-19%
COc1cccc(C(=O)NC(C)c2ccc(Br)cc2)c1 (centres undefined),-14%,0%,-18%
CS(=O)(=O)N(CC(=O)NCc1ccncc1)c1ccc(F)c(Cl)c1,-1%,-9%,-3%
COc1cc(C2C(C#N)=C(N)N(Nc3ccccc3)C3=C2C(=O)CC(C)(C)C3)ccc1OCc1ccccc1 (centres undefined),u,-10%,21µM*
O=[N+]([O-])c1ccc(-c2nnc(CNC3CCCC3)o2)cc1,8%,-12%,u
CCOc1ccc(CCNc2nc3c(c(=O)n(C)c(=O)n3C)n2CC)cc1OCC,16µM*,-5%,14µM*
N#CC1=C2SCN(Cc3ccccc3)CN2C(=O)CC1c1ccccc1F (centres undefined),-11%,-16%,-28%
CC(OC(=O)c1nc(Cl)ccc1Cl)C(=O)c1ccccc1 (centres undefined),-1%,-1%,-1%
O=C(COC(=O)c1nc(Cl)ccc1Cl)Nc1ccc2[nH]c(=O)[nH]c2c1,-11%,-10%,-12%
CCN1CCN(C(=O)C2CCN(c3nnc(C)c4c(C)n(-c5ccc(C)cc5)nc34)CC2)CC1,u,-2%,u
CC(NC(=O)COC(=O)CNC(=O)c1ccccc1Cl)C1CC2CCC1C2 (centres undefined),-5%,-7%,-4%
CCN(CC(=O)N1CCCCCC1)S(=O)(=O)c1ccc(Cl)cc1,-28%,x,-19%
N#C/C(=C\c1ccc(N2CCCC2)c([N+](=O)[O-])c1)c1nc2ccccc2[nH]1,-1%,u,11%
Cc1c(N=Cc2ccccn2)c(=O)n(-c2ccccc2)n1C,8%,0%,-7%

# Shown tab-delimited: part of the list above
Compound	TDP1 cell CPT	KAT2A inh	DT40 TDP1 no CPT
CCC(=O)NCCc1nc2ccccc2n1Cc1ccc(C)cc1	-25%	-8%	u
O=C(C1CC1)N1CCc2cc(Br)cc(S(=O)(=O)NCCCN3CCCCC3)c21	-11%	-2%	-18%
COc1ccccc1N(CC(=O)NCCSCc1cccc(C)c1)S(=O)(=O)c1ccccc1	u	-16%	u
O=C(NC12CC3CC(CC(C3)C1)C2)c1ccc(=O)oc1	-16%	-6%	-17%

# Additional compounds follow:
SMILES,TDP1 cell CPT,KAT2A inh,DT40 TDP1 no CPT
O=S(=O)(c1ccc(NC(=S)NCc2ccco2)cc1)N1CCCCC1,-29%,-4%,-19%
CCCn1c(=O)c2c(c3ccccc31)OC(C)C(=O)N2 (centres undefined),5%,-2%,-2%
Cc1cc(C)cc(N(CC(=O)Nc2ccccc2C(=O)N2CCOCC2)S(C)(=O)=O)c1,-7%,1%,-18%
CC(=O)Nc1nnc(SCC(=O)N2C(C)CCCC2C)s1 (centres undefined),-1%,-1%,-5%
Cc1ccc2nc(Nc3ccc(C)c(F)c3)c3nncn3c2c1,18µM*,-5%,15µM*
Cc1cc(-c2nc3ccccc3c(=O)o2)ccc1[N+](=O)[O-],-24%,-1%,-29%
CC(=O)c1ccc(OC(=O)/C=C/c2ccccc2)cc1,0%,-2%,-18%
Cc1ccccc1NC(=S)NC12CN3CN(CN(C3)C1)C2,-16%,3%,-18%
C[C@H](CO)N1C[C@H](C)[C@@H](CN(C)Cc2ccccc2)OCCCC[C@H](C)Oc2ccc(N(C)C)cc2C1=O,-27%,x,-7%
